# EP2 modulator = modulates human prostaglandin E2 receptor EP2 signaling; 260,000 tested, 0.83% active; EP2-expressing cells, cAMP HTRF FRET, PGE2 co-stimulation; induction, % at 25 µM; P43116;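 active = compounds whose cAMP rise, as percent of the full-agonist control response, exceeds 60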;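 also: rat C6 glioma line stably carrying human EP2 under a CMV promoter; the protocol text gives 20 µM as final concentration; 100% = response of wells given 1 µM PGE2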
# NPY-Y2 PAM-ag = potentiators or agonists of human neuropeptide Y receptor Y2; P49146; cells expressing NPY-Y2, potentiator/agonist read-out; activation, % at 3.6 µM; 220,000 tested, 0.45% active; AID 1359; in the data active = activation above about 27%;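 also: cells stimulated with NPY near EC25 plus isoproterenol at EC100; 0% = vehicle plus submaximal agonist and 100% = vehicle plus saturating agonist; some results beyond the cut were filed as inactive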
# S1P4 ag = agonists of human S1P4 receptor; activation, % at 4.98 µM; O95977; AID 1509; S1P4-expressing cell line, agonist reporter assay; 220,000 tested, 0.35% active; in the data active = activation above about 11%;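 also: 0% = DMSO vehicle and 100% = reference agonist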
# eIF4E-4G inh = inhibitors of eIF4E and eIF4G interaction in translation initiation; TR-FRET eIF4E-eIF4GI(517-606) binding, 2 h; inhibition, % at 21.7 µM; 220,000 tested, 0.37% active; AID 782;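 active = inhibition above about 30%, limit read from the data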;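 also: 0% = full FRET control wells and 100% = background wells lacking eIF4GI fragment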
# S1P4 antag = antagonists of human S1P4 receptor; inhibition, % at 4.98 µM; S1P4-expressing cells, antagonist mode, reporter read-out; AID 1510; 220,000 tested, 0.26% active; O95977; in the data active = inhibition above about 29%;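 also: 0% = wells stimulated with agonist and 100% = vehicle wells without agonist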
# NPY-Y1 antag = NPY-Y1 (human) receptor antagonism; P25929; HEK293-CNG Y1 cells, membrane potential fluorescence; NPY at EC95, then isoproterenol; inhibition, % at 3.6 µM; 200,000 tested, 1% active; AID 1040;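 active = inhibition above the campaign mean inhibition of all tested compounds plus 3 SD, cut at about 20% in these data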;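 also: 0% = DMSO wells given NPY plus isoproterenol and 100% = isoproterenol alone without NPY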
#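 System: HEK293 cells with Y1 receptor plus CNG channel / Probe or stimulus: NPY 25 nM then isoproterenol 1 µM plus Ro 20-1724 25 µM / Compound: one concentration, 3.6 µM, in 0.4% DMSO / Schedule: compound incubation 1 h at room temperature, readout 45 min post-stimulation / Measured by: membrane potential fluorescence / Read-out: % inhibition of NPY effect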
# EP2 antag = inhibitors of human EP2 prostaglandin E2 receptor; C6 glioma cells expressing human EP2, cAMP TR-FRET; cells stimulated with saturating PGE2; inhibition, % at 25 µM; 260,000 tested, 0.52% active;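 active = percent inhibition above 40 after rounding to a whole number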;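 also: rat C6 glioma host cells with rolipram phosphodiesterase inhibitor present; the protocol text gives 20 µM as final concentration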
# NPY-Y1 PAM-ag = human NPY-Y1 potentiation or agonism, primary screen | P25929 | NPY-Y1 expressing cells, potentiator/agonist activation | activation, % at 3.6 µM | 220,000 tested, 0.37% active | AID 1304; in the data active = activation above about 33%, passing the limit was not always enough;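 also: cells stimulated with NPY at EC10 then isoproterenol at EC100; 0% = low agonist plus stimulus and 100% = saturating agonist plus stimulus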
# p97 inhibitor = human p97 ATPase inhibition; 220,000 tested, 0.42% active; recombinant p97 ATPase, Kinase-Glo ATP luminescence, 3 h; inhibition, % at 8 µM; AID 1481; P55072; in the data active = inhibition above about 15%;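 also: 0% = DMSO vehicle and 100% = wells lacking enzyme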
# Target sequence (P55072 whole entry, looked up): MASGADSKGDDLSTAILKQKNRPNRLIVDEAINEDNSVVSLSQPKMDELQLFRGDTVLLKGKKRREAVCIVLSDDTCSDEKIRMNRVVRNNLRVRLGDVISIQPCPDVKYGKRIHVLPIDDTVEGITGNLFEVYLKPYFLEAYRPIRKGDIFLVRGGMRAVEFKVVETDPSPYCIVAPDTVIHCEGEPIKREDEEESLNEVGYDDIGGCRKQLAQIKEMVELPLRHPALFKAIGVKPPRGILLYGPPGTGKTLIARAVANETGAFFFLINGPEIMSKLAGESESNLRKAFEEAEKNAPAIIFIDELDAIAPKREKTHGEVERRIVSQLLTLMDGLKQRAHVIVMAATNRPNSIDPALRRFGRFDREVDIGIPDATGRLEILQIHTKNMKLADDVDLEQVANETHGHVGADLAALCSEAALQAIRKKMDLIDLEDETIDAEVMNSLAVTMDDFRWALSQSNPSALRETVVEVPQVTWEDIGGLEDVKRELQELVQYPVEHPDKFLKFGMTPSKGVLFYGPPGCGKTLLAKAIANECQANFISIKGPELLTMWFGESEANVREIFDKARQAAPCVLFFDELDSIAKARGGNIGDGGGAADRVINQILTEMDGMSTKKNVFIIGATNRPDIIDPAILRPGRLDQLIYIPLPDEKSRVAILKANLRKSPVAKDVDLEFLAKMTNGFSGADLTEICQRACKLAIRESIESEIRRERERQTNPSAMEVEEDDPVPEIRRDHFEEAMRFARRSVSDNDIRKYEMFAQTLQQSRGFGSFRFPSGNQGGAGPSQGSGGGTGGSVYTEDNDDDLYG
# Active calls of the source: *; nt = no result given; & = joins results of further samples; [ ] = another dose, or the depositor's remark. An excerpt; count on the stated rates, not on these rows.
Compound	NPY-Y2 PAM-ag	eIF4E-4G inh	NPY-Y1 antag	EP2 modulator	S1P4 ag	NPY-Y1 PAM-ag	EP2 antag	p97 inhibitor	S1P4 antag
CCCCOc1ccc(C(=O)O)cc1	-8	1	6	22	0.3	-14	9	2	-19
Cc1ccc(-c2noc(CCC(=O)NC3CCN(Cc4ccccc4)CC3)n2)cc1	-1	2[fluorescence artefact?]	3	-21	1.1	-38	6	0	-11
Cc1ccc(Cn2c(NCCc3ccccc3)nc3c2c(=O)n(C)c(=O)n3C)cc1	-3	-5	7	50	0.0	-37	6	1	7
Cc1cnn2c(C3CC3)ccnc12	-15	-3	5	1	0.1	12	3	4	7
CSc1ccccc1NC(=O)Nc1ccc(F)c(Cl)c1	1	-9	8	-23	-1.7	2	8	25*	2
COc1ccc(CNC(=O)CN(Cc2ccccc2)C(=O)c2csnn2)cc1	1	-1[fluorescence artefact?]	0	1	0.8	18	5	3	-15
O=C(Nc1cccc(C(=O)O)c1)/C(=C\c1ccc2c(c1)OCO2)NC(=O)c1ccc(Br)o1	-6	-2	2	5	1.2	4	3	0	-8
O=C(Nc1ccccc1)c1nn(-c2ccccc2)c(=O)cc1C(F)(F)F	14	-1	-5	8	-1.9	2	15	7	2
COc1ccc(C(=O)OCC(=O)NC(C)(C)C)cc1[N+](=O)[O-]	-11	8	-5	-1	0.6	-9	6	-4	-23
O=C(COC(=O)/C=C/c1ccccc1[N+](=O)[O-])Nc1ccc(OC(F)F)cc1	6	17[fluorescence artefact?]	3	8	0.6	11	3	2	-9
CCc1c(C)nc2ncnn2c1NC1CCCc2ccccc21 (stereo not given)	14	2	1	-83	2.8	24	5	-2	-1
CCC(C)NC(=O)CNC(=S)N(Cc1ccccc1)Cc1cccnc1 (stereo not given)	8	-1	-4	-2	0.2	19	9	-2	10
Cc1ccc(N(CCC#N)C(=O)CSc2ccc3c(c2)OCCO3)cc1	-1	1	0	33	1.0	19	-3	-2	-5
CC1(C)CC(=O)C(N=Nc2ccc(Br)cc2)=C(O)C1	-13	1	nt	-25	1.0	17	7	-4	1
Cc1ccccc1C(=O)Nc1ccc2nc3n(c(=O)c2c1)CCC3	9	-6[fluorescence artefact?]	6	-9	0.1	-3	13	-3	-18
O=C(Nc1nnc(-c2cccnc2)o1)c1ccccc1Cl	-3	-8	3	-8	-0.6	2	8	1	-11
COc1ccc(C)cc1NS(=O)(=O)c1ccc(NS(=O)(=O)c2ccc(NC(C)=O)cc2)cc1	9	-7	-3	-11	2.7	8	7	0	-31
Cc1cc(-c2ccccc2)nc(N/N=C/c2cccnc2)n1	7	1	-4	-35	-0.1	16	8	0	-24
CCCNC(=O)C1CC(=O)N(c2ccc(OCC)cc2)C1 (stereo not given)	-3	0	-5	-11&2	-0.1	2	7&12	1	-14
O=C(C1CCC1)N1CCc2cc(S(=O)(=O)NC3CCCc4ccccc43)ccc21 (stereo not given)	-3	-2[fluorescence artefact?]	-1	-4	-1.1	-10	-8	-2	-1
O=C(CN1CCOCC1)N(c1ccccc1)c1ccc2ccccc2c1	8	-1	0	24	0.3	-5	11	1	2
COc1ccc(N(CC(=O)NCC(C)C)S(=O)(=O)c2ccccc2)cc1	17	6	8	18	-1.1	20	6	4	3
CC(O)CNCc1ccc(-c2ccccc2)cc1 (stereo not given)	0	-2	6	1	-1.4	1	4	3	-3
c1ccc2c(Nc3nnc(-c4ccncc4)s3)cccc2c1	12	10	-4	-33	0.5	10	nt	4	7
CCn1c(SCC(=O)O)nnc1C1CCCCC1	0	-3[fluorescence artefact?]	-9	-14&4	-0.2	-1	5	0	-29
CCc1nn(-c2ccccc2)c(N)c1-c1ccc(OC)c(OC)c1	4	nt	-3	9	1.0	-9	14	3	-18
COC(=O)c1c(CSc2ccc(Cl)cc2)noc1C(=O)NCc1ccco1	-31	-1	12	-9	-0.9	-59	2	-1	-5
Cc1c(NC(=O)CCCN2C(=O)c3cccc4cccc(c34)C2=O)c(=O)n(-c2ccccc2)n1C	-2	-4	0	-48	-1.9	3	4	2	-10
CCc1ccccc1NC(=O)CN(C)C(=O)CSc1nn(-c2ccc(F)cc2)c(=S)s1	-15	7[fluorescence artefact?]	0	1	0.3	2	7	-3	-15
C=C(C)C1CC=C(C)/C(=N\NC(=O)CNc2cccc3ccccc23)C1 (stereo not given)	-7	4[fluorescence artefact?]	-3	10	-2.0	11	11	5	1
CC1=C(C(=O)OCc2ccccc2)C(c2ccsc2)NC(=O)N1C (stereo not given)	-7	0	-4	9	2.0	-11	3	-3	-10
C=C(C)C(=O)Nc1nnc(-c2cccs2)s1	0	7	-2	2	1.7	10	6	1	-9
O=C(Nc1cccs1)Nc1ccccc1Br	-3	-3	-7	4	4.7	10	6	5	-13
Cc1cc(C)n2nc3nc(N4CCCC4)nc(-c4ccccc4)c3c2n1	-6	-1	2	9	-1.4	20	14	6	5
COc1ccc(C(=O)NCc2nnc(SCC(=O)Nc3cccc(F)c3)o2)cc1	8	-3	-1	-15	0.4	6	8	2	2
Cc1cccc(NC(=O)c2cnc3sccn3c2=O)n1	-6	nt	1	nt	-0.5	-27	6	-10	2
Cc1cccc(Cn2c(CN3CCN(Cc4ccccc4)CC3)nc3c2c(=O)[nH]c(=O)n3C)c1	4	4[fluorescence artefact?]	1	16	0.2	-4	12	-8	-2
O=C(COC(=O)CSCC(=O)N1CCCCC1)NCc1ccc(F)cc1	11	0	-1	16	1.4	11	13	3	5
O=C(/C=C/c1cc[n+](CC(=O)c2ccc3cccc4c3c2CC4)cc1)c1ccc2cccc3c2c1CC3	-28	-12	nt	16	0.1	-6	6	46*	-1
Cc1cc(SCC(=O)N(C)c2c(N)n(Cc3ccccc3)c(=O)[nH]c2=O)nc2ccccc12	12	-1	-5	8	0.4	5	4	2	3
O=C1OCCN1C(=O)[C@H]1[C@H](c2ccc(Cl)cc2)C(c2cccc(Cl)c2)=NN1c1ccccc1	-4	2[fluorescence artefact?]	-8	22	3.3	8	4	3	9
O=C(O)CCCCCn1c(SCC(=O)N2CCCC2)nc2ccsc2c1=O	1	1	2	3	2.6	-11	3	-1	-18
CCC(C)N=Cc1c(Nc2ccccc2)nc2c(C)cccn2c1=O (stereo not given)	-17	-8	nt	66*	1.6	-26	0	-4	3
Oc1ccc(-c2n[nH]c(=S)n2-c2ccc3c(c2)OCCO3)cc1	-13	3[fluorescence artefact?]	0	-23	1.3	-9	1	4	-33
Cc1ccc(C(=O)NC(=S)Nc2ccc(NC(=O)c3cccc(Cl)c3)cc2)cc1	2	2[fluorescence artefact?]	-5	14	0.1	-5	3	2	-4
CCC(=O)Nc1cc(C(F)(F)F)ccc1N1CCOCC1	3	2	-3	14&-24	-0.3	-5	8&12	-1	-2
Cc1ccc(-c2noc(CCCC(=O)N3CCOCC3)n2)cc1	1	0	1	7	0.2	-6	7	-1	-30
O=C(Nc1cccc(O)c1)N1CCOCC1	8	3	16	0&0	0.1	21	10&16	1	-33
O=C(/C=C/c1ccco1)N1CCN(S(=O)(=O)/C=C/c2ccccc2)CC1	-3	1	1	-35	-0.5	1	5	4	-5
CCCn1c2c(c(O)c(C(=O)Nc3ncccc3O)c1=O)CCCC2	3	1	-3	8	-1.5	26	19	5	-26

# (further entries)
Compound	NPY-Y2 PAM-ag	eIF4E-4G inh	NPY-Y1 antag	EP2 modulator	S1P4 ag	NPY-Y1 PAM-ag	EP2 antag	p97 inhibitor	S1P4 antag
COCCn1c(=NC(=O)/C=C/c2cccs2)sc2cc(NC(C)=O)ccc21	1	-1	-2	7	0.4	1	10	1	26
O=C(NCc1ccco1)c1ccc(COCC(F)(F)F)cc1	5	8	4	-3	-2.3	-3	8	0	-6
O=C(c1ccc(CSc2ccc(Cl)cc2)cc1)N1CCOCC1	18	0	-7	-16	2.0	0	5	-2	-8
CSc1nc2c(ccc3ccccc32)o1	-9	3	5	29	-0.9	-2	2	-6	-6
COc1ccc(S(=O)(=O)N2CCOCC2)c(Cl)c1Cl	17	-1	10	-50	0.1	-21	18	3	-11
COc1cc(Br)c(C(C)NC(=O)c2ccc(C)cc2)cc1OC (stereo not given)	-12	nt	-2	1	-1.7	-4	10	-1	-20
CCS(=O)(=O)c1ccc2oc(Nc3ccc(OC)cc3)nc2c1	-2	-3	2	-20	0.8	0	10	4	17
O=c1c2ccccc2nc(/C=C/c2ccc([N+](=O)[O-])cc2)n1CCCO	-2	1[fluorescence artefact?]	1	10	-1.0	-13	5	2	-12
CN(C)CCC#CC(O)(c1ccccc1)c1ccccc1	-3	-5[fluorescence artefact?]	-3	-19	1.4	-4	8	4	-18
CCOC(=O)c1c(NC(=O)c2ccoc2C)sc2c1CCC2	-14	nt	7	57	1.4	-26	7	1	-9
CCCCC[C@H](O)/C=C/[C@H]1C=CC(=O)[C@@H]1C/C=C\CCCC(=O)O	-9	9[fluorescence artefact?]	15	103*	-1.5	-55	9	1	-30
CCCCCCN=C(C)c1ccccc1O	1	-2	nt	13	-0.3	2	7	-3	-3
CC(C(=O)Nc1cccnc1)N1C(=O)C2C3C=CC(C3)C2C1=O (stereo not given)	-6	6	-6	18	-0.1	-11	7	-3	-12
O=c1c(F)cn(C2CCCO2)c(=O)n1Cc1c(F)cccc1Cl (stereo not given)	5	-1	3	29	-0.6	3	8	0	8

# Of the compounds above, these have a Cl atom.
Compound	NPY-Y2 PAM-ag	eIF4E-4G inh	NPY-Y1 antag	EP2 modulator	S1P4 ag	NPY-Y1 PAM-ag	EP2 antag	p97 inhibitor	S1P4 antag
CSc1ccccc1NC(=O)Nc1ccc(F)c(Cl)c1	1	-9	8	-23	-1.7	2	8	25*	2
O=C(Nc1nnc(-c2cccnc2)o1)c1ccccc1Cl	-3	-8	3	-8	-0.6	2	8	1	-11
COC(=O)c1c(CSc2ccc(Cl)cc2)noc1C(=O)NCc1ccco1	-31	-1	12	-9	-0.9	-59	2	-1	-5
O=C1OCCN1C(=O)[C@H]1[C@H](c2ccc(Cl)cc2)C(c2cccc(Cl)c2)=NN1c1ccccc1	-4	2[fluorescence artefact?]	-8	22	3.3	8	4	3	9
Cc1ccc(C(=O)NC(=S)Nc2ccc(NC(=O)c3cccc(Cl)c3)cc2)cc1	2	2[fluorescence artefact?]	-5	14	0.1	-5	3	2	-4
O=C(c1ccc(CSc2ccc(Cl)cc2)cc1)N1CCOCC1	18	0	-7	-16	2.0	0	5	-2	-8
COc1ccc(S(=O)(=O)N2CCOCC2)c(Cl)c1Cl	17	-1	10	-50	0.1	-21	18	3	-11
O=c1c(F)cn(C2CCCO2)c(=O)n1Cc1c(F)cccc1Cl (stereo not given)	5	-1	3	29	-0.6	3	8	0	8

# Source: PubChem
